# Compound activity as filed in PubChem.
# CD40 NFkB inh: CD40 pathway inhibition in BL2 cells; 83,000 compounds, 0.94% hits; BL2 NF-kB luciferase reporter, CD40L-induced, 4 h; inhibition, % at 10 µM;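 active means mean inhibition of at least 50% with a set share of replicates also reaching that level; inconclusive means no clear call, values can overlap the other calls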;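 further: 0% = neutral control wells and 100% = IKK inhibitor VII at 50 µM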
# * = called active by the depositor; u = inconclusive; & = joins results of further samples; [ ] = dose if it differs, or a comment. Some of the compounds tested. The share of hits here may be higher or lower than overall.
SMILES	CD40 NFkB inh
CC(=O)Nc1ccc(S(=O)(=O)NCCC(=O)OCC(=O)NNC(=O)c2ccccc2)cc1	1.5
COc1ccc2nc(NC(=O)C3CCCO3)sc2c1 (configuration not stated)	2.7
Cc1ccc(Cl)cc1NC(=O)CCC(=O)O	3.6
COCC(=O)N1CC[C@H]2[C@H](CO)Nc3ccc(-c4ccc(C(=O)N(C)C)cc4)cc3[C@H]21	-9.7[25 µM]
O=C(CN1CCC(C(O)(c2ccccc2)c2ccccc2)CC1)Nc1ccccc1	-11.7
c1ccc(Cc2nnc3sc(-c4ccco4)nn23)cc1	-3.5
COc1ccc(C2CC(c3ccc(Br)cc3)=NN2C(=O)CN2CCCC2)cc1 (configuration not stated)	-4.0
O=C(Cc1ccccn1)N1CC(=O)N2[C@H](CO)[C@@H](c3ccc(C#CCC4CCCC4)cc3)[C@@H]2C1	1.8[25 µM]
CC(=O)Nc1ccc(NC(=O)C(C)OC(=O)c2cccc(S(=O)(=O)N3CCCCCC3)c2)cc1 (configuration not stated)	11.9
C[C@@H]1CN([C@H](C)CO)C(=O)CCCn2nncc2CO[C@@H]1CN(C)Cc1ccccc1	-11.9
CCC(=O)N1CC[C@@H]2[C@H](CO)Nc3ccc(C#Cc4cccnc4)cc3[C@@H]21	-27.4[25 µM]
OC[C@@H]1[C@@H](c2ccccc2)C2(CN(Cc3ccc4c(c3)OCO4)C2)N1Cc1ccccc1	12.3[25 µM]
Cc1ccccc1C(=O)N1CCC(C(=O)N2CCN(c3ncccn3)CC2)CC1	-1.1
COc1ccc(-c2ccc(S(=O)(=O)N3CCOCC3)cc2)cc1	1.3
COc1cccc(OCC(O)CO)c1 (configuration not stated)	20.1
CCC(=O)Nc1ccc2c(c1)C(=O)N(C)C[C@H](OC)[C@@H](C)CN(C(=O)Cc1cccnc1)[C@H](C)CO2	-5.9[25 µM]
COc1ccccc1-c1ccc(C2[C@H]3CNC[C@@H]2N3S(=O)(=O)c2ccccc2C)cc1 (some centres not stated)	4.0&3.5[25 µM]
O=[N+]([O-])c1ccc(Cl)c(S(=O)(=O)/N=C(/Nc2cccnc2)c2ccccc2)c1	7.9
O=C(CN(c1ccccc1)S(=O)(=O)c1ccc(F)cc1)NCc1cccs1	1.0
Cc1ccccc1C(=O)Nc1cccc(NC(=O)Cn2cnc3c(=O)n(C)c(=O)n(C)c32)c1	17.9
O=C(Cc1c(F)cccc1Cl)Nc1cc(S(=O)(=O)N2CCOCC2)ccc1N1CCOCC1	16.1
Cc1ccc(CS(=O)(=O)c2ccc(C(=O)N3CCCCC3)cc2[N+](=O)[O-])cc1	18.4
O=C(COc1ccccc1Br)NCCC1=CCCCC1	24.0
CCNC(=O)COc1ccc(Br)cc1Cl	-54.6
COc1ccc(CN2C(=O)CSC2c2ccncc2)cc1 (configuration not stated)	10.9
COc1ccc(NC(=O)c2cc(-c3ccccc3)nc3c2cnn3C(C)C)cc1	-14.6
CCCCN(C(=O)NC(=O)Nc1ccccc1OC)S(C)(=O)=O	-9.6
CCN1CCN(C(=O)CN2C(=O)c3cccc4cccc2c34)CC1	23.6
Cc1ccc(-c2c(C#N)c(N)nc3c2CCCCCC3)o1	11.1
Cc1c(C(=O)N2CCN(CCc3ccccn3)CC2)oc2ccc(F)cc12	7.5
CC(=O)c1ccccc1NC(=O)c1ccc2c(c1)NC(=O)C(C)S2 (configuration not stated)	-74.5
Clc1ccc(CSc2nnc(/C=C/c3ccccc3)o2)cc1	1.6
CC(C)(C)[S@@](=O)N1Cc2cc(C(=O)NCCN3CCCCC3)nc(-c3cccc(-c4ccc(C#N)cc4)c3)c2[C@H]1CCO	-4.7
COC(=O)c1ccc(CCc2cc(O)c(Br)cc2O)cc1	27.6
O=C(C[C@H]1C=C[C@@H](NC(=O)C2CCC2)[C@H](CO)O1)NC1CCCCC1	-1.1[25 µM]
CC(=O)Nc1ccc2[nH]c(C)c(CC=C(Cl)Cl)c(=O)c2c1	10.1
Cc1ccc(NC(=O)Cc2noc3ccccc23)nc1	-34.9
O=C(COC(=O)c1cccs1)NCc1ccco1	-3.7
N#Cc1nc(Cc2cccc3ccccc23)oc1NCCN1CCCCC1	31.4
CCOC(=O)c1nnn(-c2nonc2-n2cccc2)c1C	6.0
CC(C)NC(=O)N1[C@H](CO)[C@H](c2ccccc2)[C@H]1CNC(=O)CN(C)C	4.7
CC1CC(c2ccccc2)n2nc(NC(=O)c3cccs3)nc2N1 (configuration not stated)	8.0
NCC[C@H]1CC[C@@H](NC(=O)NC2CCCCC2)[C@H](CO)O1	5.6[25 µM]
CCOC(=O)N1CCC(=C2c3ccc(Cl)cc3CCc3cccnc32)CC1	u
CCCN1C[C@H](C)[C@H](OC)CN(C)C(=O)c2cc(NS(=O)(=O)c3ccccc3)ccc2OC[C@H]1C	-7.1[25 µM]
O=C(C[C@H]1CC[C@@H]2[C@H](COC[C@@H](O)CN2C(=O)Nc2ccc(F)cc2)O1)NC1CCC1	-4.7[25 µM]
CC(C)CCNC(=O)CO/N=C/c1ccccc1OC(F)F	-3.1
C[C@@H]1CCCCO[C@H](CN(C)C(=O)Nc2ccc(C(F)(F)F)cc2)[C@@H](C)CN([C@@H](C)CO)C(=O)c2cc(NC(=O)Nc3ccccc3)ccc2O1	-0.1
CC=Cc1ccc2n(c1=O)C[C@H]1[C@H](CO)[C@@H](C(=O)NCCC)[C@@H]2N1C(=O)C1CCC1 (mixture of isomers)	5.0[25 µM]
N#C[C@H]1[C@H](c2ccccc2C2=CCCCC2)[C@@H](CO)N1C(=O)Cc1ccncc1	-17.1[25 µM]
COc1ccc(CCNC(=O)CN(C)S(=O)(=O)c2cccs2)cc1	5.5
CN(C)C(=O)c1ccc(-c2ccc([C@H]3[C@H](C#N)N(C(=O)C4CC4)[C@H]3CO)cc2)cc1	-1.1[25 µM]
Cc1ccc(C(=O)N/N=C/C=C/c2ccccc2)o1	-22.2
COc1ccc(C(=O)N=c2sccn2C)cc1	-74.2
CCCCN(C(=O)NC(=O)Nc1cccc(C)c1C)S(C)(=O)=O	4.5
CCCC(=O)Nc1cccc2c1CCCC2	9.4
CCOC(=O)Cc1csc(SC(C)C(=O)NC2CCCCC2C)n1 (configuration not stated)	1.7
CC1CCCCC1NC(=O)CCc1nc2sc3c(c2c(=O)[nH]1)CCCC3 (configuration not stated)	-6.5
CCOC(=O)N1CCC(N2C(=O)c3ccccc3C2Nc2ccc3c(c2)OCCO3)CC1 (configuration not stated)	0.8
O=C(CN1C(=O)c2cccc3cccc1c23)N1CCN(Cc2ccc3c(c2)OCO3)CC1	0.3

# Following part:
SMILES	CD40 NFkB inh
NC(=O)c1cnn(-c2cc(Oc3ccccc3)ncn2)c1N	-48.2
C[C@@H]1CCCCO[C@@H](CN(C)Cc2ccc3c(c2)OCO3)[C@H](C)CN([C@@H](C)CO)C(=O)c2cc(NS(=O)(=O)c3cn(C)cn3)ccc2O1	-13.6[25 µM]
COc1ccccc1CNC(=O)C[C@@H]1C[C@H]2c3cc(NC(=O)C4CCC4)ccc3O[C@H]2[C@H](CO)O1	-8.6[25 µM]
CCOC(=O)c1sc(N)nc1C(C)(C)C	11.6
Cc1nn(C)c(=O)n1N(C)c1ncc(C(F)(F)F)cc1Cl	4.8
O=C(NC1CCCc2ccccc21)c1cn2ccccc2n1 (configuration not stated)	8.4
CON(C)S(=O)(=O)c1cccc(C(=O)Nc2ccc(S(=O)(=O)NC3=NCCCCC3)cc2)c1	5.2
CCc1cnc(N2[C@H](C#N)[C@H](c3ccc(C#CC(C)C)cc3)[C@@H]2CO)s1	20.8[25 µM]
O=C(C1CCCC1)N1[C@@H](CO)[C@@H]2c3ccccc3NC[C@@H]21	-0.8
C[C@@H]1CN(C)C(=O)c2cccc(NS(C)(=O)=O)c2O[C@@H]1CN(C)S(C)(=O)=O	-5.4
CC1CN(C(=O)CSc2nnc(-c3cccs3)n2N)CC(C)O1 (configuration not stated)	7.4
Cc1ccc(C2c3c(-c4ccccc4O)n[nH]c3C(=O)N2Cc2ccncc2)cc1 (configuration not stated)	31.6
COCCn1c(N)c(N(Cc2ccccc2)C(=O)c2ccc(N3CCCC3=O)cc2)c(=O)[nH]c1=O	4.2
Cc1cccc(CN2CCN(C(=S)Nc3ccccc3)CC2)c1	-0.3
Cc1cccc(-c2ccc([C@@H]3[C@H]4CN(C(=O)c5ccncc5)CCCCN4[C@H]3CO)cc2)c1	-3.0[25 µM]
Cc1ccccc1-c1ccc2c(c1)O[C@H](CN(C)C(=O)Nc1ccc(C(F)(F)F)cc1)[C@@H](C)CN([C@@H](C)CO)S2(=O)=O	1.2[25 µM]
CN(Cc1cnn(Cc2ccccc2)c1)C(=O)CN=C1NS(=O)(=O)c2ccccc21	-1.6
CCOC(=O)C1CCCN(C(=O)c2cc(C)oc2C)CC1 (configuration not stated)	-9.1
O=C(CSc1nc(=O)n2cc(Cl)ccc2n1)Nc1ccc2c(c1)OCO2	-1.3
C[N+]1(CC2COC3(CCCCC3)O2)CCCCC1 (configuration not stated)	8.6
O=C(C[C@@H]1C[C@@H]2c3cc(NS(=O)(=O)c4ccccc4)ccc3O[C@@H]2[C@H](CO)O1)N1CCOCC1	9.9[25 µM]
CCC(=O)N(C)C[C@@H]1[C@@H](c2ccccc2)[C@H](CO)N1Cc1cccnc1	-7.9[25 µM]
O=C(NCS(=O)(=O)c1ccccc1)c1ccccc1	7.6
N#Cc1ccsc1NC(=O)C1CC(=O)N(Cc2ccccc2)C1 (configuration not stated)	7.2
O=C(Nc1ccc(C(F)(F)F)cc1)C1=NN(C2CCS(=O)(=O)C2)C(=O)CC1 (configuration not stated)	6.3
O=C(CN1C(=O)NC2(CCCCC2)C1=O)NC1CCCc2ccccc21 (configuration not stated)	4.7
C[C@H](CO)N1C[C@H](C)[C@@H](CN(C)C(=O)Cc2ccccc2)OCCCC[C@H](C)Oc2ccc(NS(C)(=O)=O)cc2C1=O	-0.4[25 µM]
Cc1nc2cc(NC(=O)CS(=O)(=O)c3ccc(F)cc3)ccc2s1	-39.2
CCc1nnc(NC(=O)C2CCCN(c3nc4ccccc4s3)C2)s1 (configuration not stated)	2.5
O=C(C[C@H]1CC[C@H]2[C@@H](COC[C@H](O)CN2C(=O)Nc2cc(Cl)cc(Cl)c2)O1)N1CCOCC1	4.1[25 µM]
O=C(c1cccc(F)c1)N1CCCC(C(=O)N2CCCC2)C1 (configuration not stated)	5.0
COc1cccc(/C=N/NC(=S)Nc2cccnc2)c1	-35.3
Cc1ccc(N2C(=O)N(CC(=O)Nc3ccccc3C)C(=O)C2C)cc1 (configuration not stated)	-32.7
CC(C)(C)[S@](=O)N1Cc2cc(C(=O)NC3CCC3)nc(-c3cccc(Br)c3)c2[C@@H]1CCO	0.2[25 µM]
Cc1noc(C)c1C(=O)NCCCN1CCCC1=O	4.9
COc1ccc(S(=O)(=O)NNC(=O)c2cc3ccccc3o2)cc1	-16.4
C[C@H]1CN([C@@H](C)CO)C(=O)CCCn2cc(nn2)CO[C@H]1CN(C)C(=O)Nc1cccc(C(F)(F)F)c1	3.3[25 µM]
O=C(Nc1cc(F)ccc1F)N1[C@@H]2CNC[C@H]1C2c1ccc(-c2ccncc2)cc1 (some centres not stated)	-0.1&-5.1
O=C(Nc1ccc(F)cc1)N1[C@@H]2CNC[C@H]1C2c1ccc(-c2ccc(F)cc2)cc1 (some centres not stated)	-9.2
O=C1CSC(c2ccccc2F)N1CCN1CCCCC1 (configuration not stated)	3.7
O=C(Nc1ccccc1)N1C[C@H]2[C@@H](c3ccccc31)[C@@H](CO)N2Cc1cocn1	-30.1
O=C(NC1CCCCCC1)C1CCN(c2nc3ccccc3o2)CC1	5.2
O=C(Nc1ccccn1)NC(C(F)(F)F)C(F)(F)F	12.2
Cc1ccc(Cn2ccc(NC(=O)C3C4CCC(C4)C3C(=O)O)n2)cc1 (configuration not stated)	-3.7
O=[N+]([O-])c1ccc2c(c1)C=C1CCCCC1(N1CCCC1)O2 (configuration not stated)	1.0
CCOc1ccc(C(=O)C[n+]2ccc(C(=O)NCc3ccccc3)cc2)cc1	1.5
CC1(c2ccc3ccccc3c2)NC(=O)N(CC(=O)NCC(C)(C)N2CCOCC2)C1=O (configuration not stated)	5.7
CCc1nc(Nc2ccc3nccnc3c2)c2oc3ccccc3c2n1	10.9
COc1ccc(CN2[C@@H](CO)[C@@H]3c4ccccc4N(C(=O)NC(C)C)C[C@@H]32)cc1	-6.7[25 µM]
CC=Cc1ccc2n(c1=O)C[C@@H]1[C@@H](CO)[C@H](C(=O)NCc3ccccc3)[C@H]2N1S(C)(=O)=O (mixture of isomers)	-1.2[25 µM]
Cc1noc(C)c1C(=O)OCC(=O)Nc1cccc(F)c1	0.5
CS(=O)(=O)N(CC(=O)Nc1ccccc1-c1ccccc1)c1ccc(F)cc1	10.7
CC(C)Oc1ccc(CNCC2(O)CCOC(C)(C)C2)cc1 (configuration not stated)	16.8
CCOc1ccc(C(=O)O)cn1	14.1
N#Cc1cccc(-c2ccc([C@H]3[C@@H](CO)N[C@@H]3CNC(=O)C3CCCC3)cc2)c1	4.4

# 3 entries from above, ordered by count of non-hydrogen atoms, lowest first.
SMILES	CD40 NFkB inh
CCNC(=O)COc1ccc(Br)cc1Cl	-54.6
COc1ccc(C(=O)N=c2sccn2C)cc1	-74.2
CN(C)C(=O)c1ccc(-c2ccc([C@H]3[C@H](C#N)N(C(=O)C4CC4)[C@H]3CO)cc2)cc1	-1.1[25 µM]

# Filtered by structure, the entries above with a tert-butyl group
SMILES	CD40 NFkB inh
CC(C)(C)[S@@](=O)N1Cc2cc(C(=O)NCCN3CCCCC3)nc(-c3cccc(-c4ccc(C#N)cc4)c3)c2[C@H]1CCO	-4.7
CCOC(=O)c1sc(N)nc1C(C)(C)C	11.6
CC(C)(C)[S@](=O)N1Cc2cc(C(=O)NC3CCC3)nc(-c3cccc(Br)c3)c2[C@@H]1CCO	0.2[25 µM]
